# TAG inh: inhibitors of triacylglycerol accumulation; H9c2 cells, Nile Red lipid (TAG) fluorescence; cells loaded with 200 µM oleic acid; inhibition, % at 12.5 µM; 230,000 tested, 0.66% active; AID 651582;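 active = pattern-corrected inhibition of lipid staining of at least 50% with the nuclear-stain viability signal not falling by more than 50%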;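 also: 0% = DMSO wells and 100% = triacsin C control wells; some results filed as inactive read as strong as hits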
# TAG inh DAPI viability: further read-out of TAG inh, marked with its call; DAPI nuclei signal change (viability), lower = more cytotoxic, %;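 whole-well DAPI fluorescence read on a plate reader as a viability signal; minus 50 percent equals half of cells still viable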
# Starred values were filed as active, the others as inactive. This is a subset. The share of hits here may be higher or lower than overall.
# Values in the order – TAG inh, TAG inh DAPI viability
> COc1ccc(-c2nc(CN3CCCCC3c3cccnc3)c(C)o2)c(F)c1 (stereo unspecified)
 : 12, -1
> COCCOC(=O)C1=C(C)Nc2ncnn2C1c1ccco1 (stereo unspecified)
 : 8, -4
> NCc1csc(NC(=O)Nc2cccc(Cl)c2)n1
 : -5, -1
> O=C(c1cc([N+](=O)[O-])cc([N+](=O)[O-])c1)N1CCN(Cc2ccc3c(c2)OCO3)CC1
 : 1, -3
> Cc1onc(-c2ccccc2)c1C(=O)N1CCN(c2ccc([N+](=O)[O-])cc2)CC1
 : -3, 3
> O=[N+]([O-])c1cccc(-c2csc(N/N=C/c3cccc(O)c3)n2)c1
 : 17, 4
> N#CCCN1CCN(S(=O)(=O)c2ccc(S(=O)(=O)NC3CC3)cc2)CC1
 : 9, 5
> CCN[C@H]1C[C@H](C)S(=O)(=O)c2sc(S(N)(=O)=O)cc21
 : -2, 6
> CC1CCN(Cc2nnnn2CCCC(=O)NC(c2ccccn2)C(F)(F)F)CC1 (stereo unspecified)
 : -3, 2
> CCCCc1c(CCC)c(=N)c2ccccc2n1C
 : -66, 1
> Cc1ccc(CN2C(=O)CCC2C(=O)NCCCN2CCCC(C)C2)cc1 (stereo unspecified)
 : 20, -7
> C/C(=N\NS(=O)(=O)c1ccc(C)cc1)c1cccs1
 : 9, -6
> O=C1CN(C(=O)CN2C(=O)NC3(CCCCC3)C2=O)c2ccccc2N1
 : 3, 3
> COc1ccccc1NC(=O)COC(=O)[C@@H]1CCCN1C(=O)c1cccs1
 : 7, -12
> O=S(=O)(NCc1ccc2c(c1)OCO2)c1cccc2nsnc12
 : 5, -5
> COc1cc(OC)cc(C(=O)Nc2ccc(S(=O)(=O)N3CCOCC3)cc2)c1
 : -7, 4
> CC(OC(=O)Cn1[nH]c(=O)c2ccccc2c1=O)C(=O)Nc1ccc(F)cc1 (stereo unspecified)
 : 13, 5
> CCOC(=O)C1=C(C)Nc2ncnn2C1c1ccc(N(C)C)cc1 (stereo unspecified)
 : -14, 1
> CCOC(=O)C1(C)CCCCCN1C(=O)c1ccc(OC)cc1 (stereo unspecified)
 : 2, 3
> O=C(Nc1ccccc1[N+](=O)[O-])c1cc(S(=O)(=O)N2CCOCC2)cs1
 : -12, 5

# Some of the entries so far, as labelled records.
CCOC(=O)C1=C(C)Nc2ncnn2C1c1ccc(N(C)C)cc1 (stereo unspecified)
  TAG inh = -14 | TAG inh DAPI viability = 1
COc1ccccc1NC(=O)COC(=O)[C@@H]1CCCN1C(=O)c1cccs1
  TAG inh = 7 | TAG inh DAPI viability = -12

# The listing picks up; the 4 compounds before the break are reprinted first.
# Values in the order – TAG inh, TAG inh DAPI viability
> CC(OC(=O)Cn1[nH]c(=O)c2ccccc2c1=O)C(=O)Nc1ccc(F)cc1 (stereo unspecified)
 : 13, 5
> CCOC(=O)C1=C(C)Nc2ncnn2C1c1ccc(N(C)C)cc1 (stereo unspecified)
 : -14, 1
> CCOC(=O)C1(C)CCCCCN1C(=O)c1ccc(OC)cc1 (stereo unspecified)
 : 2, 3
> O=C(Nc1ccccc1[N+](=O)[O-])c1cc(S(=O)(=O)N2CCOCC2)cs1
 : -12, 5
> CCc1c(C)sc(NC(=O)C2CCCO2)c1C#N (stereo unspecified)
 : -25, 6
> CCc1cc2c(=O)nc3n(c2s1)Cc1ccccc1/C3=C(/O)c1ccc(F)cc1
 : 6, -6
> C=CCNCc1ccccc1[N+](=O)[O-]
 : 13, 11
> C(COC1CC2CC1C1C2CC2OC21)OC1CC2CC1C1C2CC2OC21 (stereo unspecified)
 : -18, 0
> COc1cccc(S(=O)(=O)c2nc(C)c3c(n2)CCC3)c1
 : -7, -1
> CN(C(=O)CSc1nnc(-c2ccc(F)cc2)c2ccccc12)C1CCS(=O)(=O)C1 (stereo unspecified)
 : -1, 5
> CCOCCCNC(=O)C(NC(=O)Cc1cccs1)c1ccc(C)cc1 (stereo unspecified)
 : 1, -12
> Cc1cc(-c2csc(NC(=O)C3=COCCO3)n2)c(C)n1C
 : 11, 11
> Cc1cccc(NC(=O)CCCN=C2NS(=O)(=O)c3ccccc32)c1C
 : 7, -10
> COc1ccc(C(=O)O/N=C(/c2cccs2)C(C)(C)C)cc1
 : 5, -4
> Cc1ccc(NS(=O)(=O)c2ccc3c(c2)NC(=O)C(C)C(=O)N3)cc1C (stereo unspecified)
 : -2, 2
> O=C(CN1CCN(c2ccc(Cl)cc2)CC1)Nc1ccc(F)c(F)c1
 : 2, 3
> CC(O)c1nc(C(C)O)n(CC(=O)c2ccccc2)n1 (stereo unspecified)
 : -17, 3
> Cc1cc(C)n2nc(C(=O)Nc3cccc(S(=O)(=O)N(C)c4ccccc4)c3)nc2n1
 : 9, -5
> Cc1ccc(NC(=O)c2cccs2)cc1NC(=O)c1ccco1
 : 40, -10
> N#CCCN(C(=O)COC(=O)CNC(=O)c1cccs1)c1ccc(F)cc1
 : 3, 10
> CCCCN1C(=O)C(NC(C)=O)c2ccccc21 (stereo unspecified)
 : 3, -5
> O=C(/C=C/c1ccco1)N(Cc1cccc(Br)c1)C1CCS(=O)(=O)C1 (stereo unspecified)
 : 0, -3
> CCOC(=O)C1CCCN(C(=O)c2cccc(Cl)c2)CC1 (stereo unspecified)
 : 11, -3
> COc1ccc(CNC(=O)N2CCc3nc(Nc4cc(OC)c(OC)c(OC)c4)ncc3C2)cc1
 : 26, -5
> O=C(CCS(=O)(=O)c1ccc(Cl)cc1)N1CCCc2ccccc21
 : -6, -5
> CSc1ccccc1NC(=O)COc1ccc2c(c1)OCO2
 : -5, 5
> Cc1ccc(C)c(NC(=O)COC(=O)c2ccc3c(c2)OCCO3)c1
 : 2, 1
> COc1ccc(NS(=O)(=O)c2cccc(C(=O)N3CCN(Cc4ccc5c(c4)OCO5)CC3)c2)cc1
 : -3, 0
> O=C(Nc1cnc2sc3c(n2c1=O)CCCC3)c1ccc(F)cc1
 : -4, 1
> Cc1cc(C)n(-c2nnc(C)n2/N=C/c2cc(Br)ccc2OCc2ccccc2)n1
 : -10, -14
> COC(=O)C1=C(C)NC(=O)CC1c1cc(Br)ccc1F (stereo unspecified)
 : 9, 4
> COc1ccc(S(=O)(=O)N(Cc2nc3ccccc3c(=O)[nH]2)C2CCCC2)cc1
 : -4, -5
> CCOc1cc(/C=N/Nc2ccc(C(=O)O)cc2)ccc1OC(=O)c1ccccc1C
 : 10, 4
> O=C(CCn1c(=O)oc2ccccc21)Nc1cccc(Br)c1
 : 15, 11
> O=C(NCc1ccco1)c1cc([N+](=O)[O-])ccc1Cl
 : -2, -1
> CCCc1cc(=O)[nH]c2nnc(SCC(=O)N3CC(C)OC(C)C3)n12 (stereo unspecified)
 : 0, 6
> CCOc1ccccc1N1CCN(CC(=O)Nc2nnc(CC)s2)CC1
 : -2, 16
> COc1cc(O)c(C(CCN2CCCCC2)c2ccc(N(C)C)cc2)c(OC)c1 (stereo unspecified)
 : -5, -4
> CC(=O)c1cnc2nc(SCc3ccccc3)nn2c1C
 : 3, -11
> O=C(CSc1nc2ccc(Cl)cc2[nH]1)c1c[nH]c2ccccc12
 : 11, 13
> O=C(NCc1ccc2c(c1)OCO2)C1CCCN(S(=O)(=O)c2cccc3nonc23)C1 (stereo unspecified)
 : -19, 2
> CCCCCCN1C[C@@H](O)[C@H](n2cc(COC(=O)c3ccccc3)nn2)C[C@@H]1c1ccc(Cl)cc1
 : -11, 8
> O=C(Cn1ccn(-c2ccc(F)c(Cl)c2)c(=O)c1=O)NCCc1ccccc1
 : -6, -3
> Cc1ccc2c(CC(=O)NCc3ccc4c(c3)OCO4)coc2c1
 : 11, -11
> O=C(Nc1ccc(S(=O)(=O)NCC2CCCO2)cc1)c1ccc(Cl)cc1[N+](=O)[O-] (stereo unspecified)
 : 8, -13
> Nc1ncc(CCN2CCOCC2)c(-c2ccc(F)cc2)n1
 : 4, 8
> O=C(NCc1ccc(F)cc1)c1cc(S(=O)(=O)N2CCCCC2)ccc1N1CCOCC1
 : 4, -5
> O=[N+]([O-])c1ccccc1S(=O)(=O)N1CCCc2ccccc21
 : -5, -7
> Cc1ccsc1C(=O)NCc1ccc(Cl)cc1
 : -4, 4
> COc1ccc(CCNC(=O)C2COc3ccccc3O2)cc1OC (stereo unspecified)
 : 1, 2
> COc1ccccc1CC(=O)Nc1cccc(S(=O)(=O)N2CCOCC2)c1
 : -7, 6
> OC(c1cc(F)cc(Cl)c1)c1ncc(-c2cccc(C(F)(F)F)c2)[nH]1 (stereo unspecified)
 : -11, 7
> O=C(NC1CCCCC1)N1CCN(c2ccc([N+](=O)[O-])cc2)CC1
 : -31, 0
> C=C1C(=O)C=C2CN(C(=O)c3ccccc3)[C@@](Cc3ccc(F)cc3)(C(=O)OC)[C@@H]12
 : 109, -75

# Additional compounds follow:
# Values in the order – TAG inh, TAG inh DAPI viability
> COc1ccc(CC2S/C(=N/N=C/c3ccccc3O)NC2=O)cc1 (stereo unspecified)
 : 8, -1
> COc1ccccc1/C=C/C=N/NC(=O)CN1CCN(S(=O)(=O)c2ccc(C)cc2)CC1
 : 9, 4
> CC(C)Nc1c(N)c(=O)oc2ccccc12
 : 7, -8
> CS(=O)(=O)N1CCC(C(=O)NCc2ccncc2)CC1
 : -6, 2
> CCOc1ccc(OCC)c(NC(=O)CCn2cccc2)c1
 : 2, -9
> N#CC(C#N)=c1ccc2c(c1)N1C(c3ccccc3)=CC(c3ccccc3)C3CCCCC31N=2 (stereo unspecified)
 : 89*, -5.3*
> Cc1ccc(C#CC[N+]2(C)CCCCC2)cc1
 : -6, -2
> COCc1c(C(=O)OCc2nc3ccsc3c(=O)[nH]2)oc2ccccc12
 : -7, 1
> COCCOC(=O)c1c(C)oc2ccc(O)c(CN3CCC(C)CC3)c12 (tested in a mixture with another compound)
 : -20, 3
> O=[N+]([O-])c1ccc(N2N=C(c3ccco3)CC2c2ccccc2)cc1 (stereo unspecified)
 : -5, -3
> O=C1NC(=S)SC1=Cc1ccc(F)cc1
 : -34, 6
> FC(F)(F)Oc1ccccc1-c1nnc(-c2cccc(C(F)(F)F)c2)o1
 : 11, -2
> O=C(CCS(=O)(=O)c1cccc2nonc12)N1CCOCC1
 : -3, -3
> COc1cccc(/C=C/C(=O)OCC(=O)Nc2nnc(-c3ccccc3)o2)c1
 : -2, 10
> C/C=C/c1ccccc1OCc1ccc(C(=O)O)o1
 : -25, -3
> CCOc1cc(C)nc(N2CCC(C(=O)NC3CC3)CC2)n1
 : -3, 7
> COc1ccccc1NC(=O)CN(Cc1ccco1)C(=O)c1cc(Cl)c(OC)c(OC)c1
 : -7, -3
> CC(=O)C1=C(O)C(=O)N(c2ccc(C(=O)O)cc2)C1c1ccccc1 (stereo unspecified)
 : 7, -3
> Cc1ccc2nc(-c3ccc4c(c3)OCCO4)cn2c1
 : 33, -17
> CC12CC3CC(C)(C1)CC(C(=O)N1CCN(C(=O)c4ccco4)CC1)(C3)C2
 : -1, 5

# Molecules above containing a COOH group:
# Values in the order – TAG inh, TAG inh DAPI viability
> CCOc1cc(/C=N/Nc2ccc(C(=O)O)cc2)ccc1OC(=O)c1ccccc1C
 : 10, 4
> C/C=C/c1ccccc1OCc1ccc(C(=O)O)o1
 : -25, -3
> CC(=O)C1=C(O)C(=O)N(c2ccc(C(=O)O)cc2)C1c1ccccc1 (stereo unspecified)
 : 7, -3

# (more compounds)
# Values in the order – TAG inh, TAG inh DAPI viability
> Cc1cccc(NC(=O)c2ccc(OCc3c(C)noc3C)cc2)c1C
 : 12, -8
> CC(=O)c1ccc(N2CCN(C(=O)CCCn3c(=O)[nH]c4ccc(Br)cc4c3=O)CC2)cc1
 : -20, 8
> Cc1cccc(N2C(=O)CC(N3CCN(c4ccc(Cl)cc4)CC3)C2=O)c1 (stereo unspecified)
 : -10, 4
> Cc1ccc(NC2CCCN(C(=O)C3CCCC3)C2)cc1C (stereo unspecified)
 : -22, -2
> COc1ccsc1C(=O)NCCN1CCOCC1
 : 8, -13

# Reformatted: results already given.
structure	TAG inh	TAG inh DAPI viability
O=C(CSc1nc2ccc(Cl)cc2[nH]1)c1c[nH]c2ccccc12	11	13
O=C(NCc1ccc2c(c1)OCO2)C1CCCN(S(=O)(=O)c2cccc3nonc23)C1 (stereo unspecified)	-19	2

# Assay outcomes (PubChem BioAssay)
